Tau ThT inhib – inhibitors of human tau fibril formation, thioflavin T binding; 2.1% of 270,000 active; AID 1460; Potency, µM (top dose mostly 57.4 µM), for the others: top-dose activity, negative = inhibition, hits mostly inhibitors; recombinant tau K18 P301L (four-repeat tau fragment), heparin-induced fibrillization, ThT fluorescence; P10636; also: nearly all actives have a fitted effect of over 55% in size
Target sequence (P10636 561-689 P618L limits assumed): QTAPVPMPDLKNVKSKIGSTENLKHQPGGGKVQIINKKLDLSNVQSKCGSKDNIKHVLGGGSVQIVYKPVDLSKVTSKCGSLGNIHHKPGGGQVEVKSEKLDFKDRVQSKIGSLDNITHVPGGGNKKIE
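In this qHTS, human K18 P301L tau is incubated with compound and heparin for 6 hr at 37 C, and Thioflavin T fluorescence then reports fibril load.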
RECQ1 helicase – RECQ1 (human) helicase inhibition. P46063. RECQ1 DNA unwinding, red fluorescence kinetic read. Potency, µM (highest dose often 57.3 µM), for the others: top-dose activity, negative = inhibition, most hits filed as inhibitors. 0.54% of 240,000 active. AID 2549;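 also: plate controls were vehicle for no effect and no enzyme for full effect; nearly all actives have a fitted effect of over 30% in size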
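50 nM RECQ1T1 preincubated 15 min with compound in Tris pH 8.0 buffer with MgCl2, DTT, Tween-20 and 2.5 ug/ml poly(dI-dC); started with 200 nM TAMRA/BHQ-2 forked duplex and 2 mM ATP. Unwinding read as fluorescence (525/598 nm), two reads 2 h apart.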
L3MBTL1 block – L3MBTL1 (human) inhibition; 0.66% of 230,000 active; AlphaScreen L3MBTL1–H3K9me1 peptide binding; Potency, µM (doses to about 57.1 µM), without a hit: at the top dose activity, negative = inhibition, hits mostly inhibitors; AID 485360; Q9Y468; also: nearly all actives have a fitted effect of over 60% in size
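AlphaScreen assay: L3MBTL1 (50 nM final) was preincubated 30 min at room temperature with biotinylated H3(1-15)K9me1 peptide (75 nM final), then 30 min with library compounds; streptavidin donor and nickel chelate acceptor beads (10 ug/mL final) added, 30 min dark.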
TRb-SRC2 inh – inhibitors of human thyroid hormone receptor beta-SRC2 interaction. P10828. TRbeta-SRC2 peptide binding, fluorescence polarization; receptor liganded with 1 µM T3. Potency, µM (highest dose often 106 µM), inactives show top-dose activity change, negative = inhibition, most hits filed as inhibitors. 0.065% of 280,000 active;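 also: plate controls were bound peptide for no effect and peptide without receptor for full effect; nearly all actives have a fitted effect of over 50% in size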
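Assay buffer: 20 mM Tris-HCl, 100 mM NaCl, 10% glycerol, 1 mM EDTA, 0.01% NP-40, 1 mM DTT, 1 uM T3, 5% DMSO; TRb LBD 0.6 uM, Texas Red SRC2 20 nM; FP after 5 hr.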
Tau FP inhib – tau fibrillization inhibition (FP); K18 P301L tau heparin fibrillization, Alexa594 FP, 6 h; Potency, µM (doses to about 57.7 µM), for the others: top-dose activity, negative = inhibition, hits mostly inhibitors; AID 1468; P10636; 0.39% of 280,000 active; also: nearly all actives have a fitted effect of over 55% in size
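Quantitative HTS format: compounds meet 15 uM recombinant K18 P301L tau and Alexa 594-tau tracer in 100 mM sodium acetate pH 7; 20 uM heparin triggers fibrillization at 37 C over 6 hr; FP gives the signal.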
RGS12 GoLoco inh – RGS12 GoLoco-Gai1 interaction inhibition. P63096. Gai1:RGS12 GoLoco peptide FP, rhodamine, 10 min. Potency, µM (titrated, usually from 61.6 µM), without a hit: at the highest dose activity, negative = inhibition, most hits filed as inhibitors. 0.44% of 230,000 active. AID 880; active = well fitted inhibition curve with a large enough effect, not every such curve was filed as active; inactive = no such curve, though single readings can be large or run the other way; also: nearly all actives have a fitted effect of over 30% in size; many of its hits are not listed in these tables
Target sequence (P63096 whole entry, looked up): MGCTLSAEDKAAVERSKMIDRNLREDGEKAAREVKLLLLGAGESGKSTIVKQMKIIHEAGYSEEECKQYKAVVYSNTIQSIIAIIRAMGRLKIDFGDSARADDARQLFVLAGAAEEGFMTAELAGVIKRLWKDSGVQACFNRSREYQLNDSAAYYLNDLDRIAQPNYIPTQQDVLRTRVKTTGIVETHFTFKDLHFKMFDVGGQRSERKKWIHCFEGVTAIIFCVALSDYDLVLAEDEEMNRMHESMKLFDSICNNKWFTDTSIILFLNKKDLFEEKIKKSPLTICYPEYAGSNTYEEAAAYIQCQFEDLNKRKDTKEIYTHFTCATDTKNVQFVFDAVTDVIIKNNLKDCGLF
KDM4E inh – JMJD2E (human) inhibition; B2RXH2; JMJD2E catalytic domain, FDH-coupled NADH fluorescence (FDH is formaldehyde dehydrogenase); Potency, µM (top dose mostly 57.1 µM), for the others: top-dose activity change, negative = inhibition, actives largely listed as inhibitors; 1.6% of 230,000 active; AID 2147; active = well fitted inhibition curve with a large enough effect, not every such curve was filed as active; inconclusive = small, poorly fitted or top-dose-only effect, or another doubt; inactive = no such curve, though single readings can be large or run the other way;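 also: 0% = wells with enzyme and -100% = buffer wells without enzyme; nearly all actives have a fitted effect of over 50% in size; many of its hits are not listed in these tables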
Target sequence (B2RXH2 1-337 limits assumed): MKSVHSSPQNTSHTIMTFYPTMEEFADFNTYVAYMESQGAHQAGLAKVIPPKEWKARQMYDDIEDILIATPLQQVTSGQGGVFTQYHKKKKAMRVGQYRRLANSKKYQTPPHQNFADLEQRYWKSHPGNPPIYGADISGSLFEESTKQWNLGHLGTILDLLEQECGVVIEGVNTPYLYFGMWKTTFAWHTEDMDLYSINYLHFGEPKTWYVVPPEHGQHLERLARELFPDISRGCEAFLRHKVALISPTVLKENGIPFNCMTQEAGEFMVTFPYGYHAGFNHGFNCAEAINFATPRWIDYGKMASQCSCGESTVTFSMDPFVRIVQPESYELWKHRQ
TR SRC2 fluor cs – alters Texas Red total fluorescence, flagging assay interference; TRb/SRC2 Texas Red total fluorescence interference; Potency, µM (highest dose often 106 µM), without a hit: top-dose fluorescence change, negative = quenching; 0.29% of 280,000 active; AID 1479; active = well fitted curve in either direction with a large enough effect; inconclusive = small, poorly fitted or top-dose-only effect
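Human TRb ligand-binding domain at 0.6 uM with 20 nM Texas Red SRC2 peptide in Tris buffer containing 1 uM T3 and 5% DMSO, incubated with compound 5 h at ambient temperature. Total fluorescence (555/632 nm) calculated as parallel + 2 × perpendicular.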
The depositor's hits bear a star; i = inactive; ? = inconclusive; . = no result given; & = joins results of further samples; [ ] = dose if it differs, or a comment. Unless noted, calls follow the shape of the dose curve; as a rule, active = well fitted curve in the direction sought with a large enough effect; inconclusive = small, poorly fitted or top-dose-only effect, or another doubt; inactive = no such curve, though single readings can be large; an effect the other way counts as inactive or inconclusive. Unless noted, % is scaled to controls: 0 for no effect and ±100 for the full control effect; potency is read from the fitted curve at half-maximal effect. A portion of the library; count on the stated rates, not on these rows.

SMILES	Tau ThT inhib	RECQ1 helicase	L3MBTL1 block	TRb-SRC2 inh	Tau FP inhib	RGS12 GoLoco inh	KDM4E inh	TR SRC2 fluor cs
Cc1ccc(C)c(S(=O)(=O)N2C(=S)NC(=O)C2C(C)C)c1 (stereo not given)	-3.4%	i	.	13.3%	1.8%	4.7%	2.6%	0.4%
CC(=O)Nc1ccc(Oc2ccc3nc(C)[nH]c3c2)cc1	-7.5%	-4.8%	.	-2.5%	4.9%	21.9%	3.4%	-2.1%
CC1CCCCC1NC(=O)Cn1nc(-c2ccccc2)ccc1=O (stereo not given)	-7.9%	-2.2%	7.2%	-0.8%	-10.1%	-5.3%	-1.7%	-0.8%
Cc1[nH]c2ccccc2c1C(=O)CN1CCN(C/C=C/c2ccccc2)CC1	-17.8%	i	1.1%	-9.9%	2.7%	-2.4%	-4.8%	-1.9%
O=C(c1nc2ncccn2n1)N1CCN(c2ccccc2)CC1	1.7%	-5.8%	.	-9.6%	5.7%	0.4%	2.8%	-1.2%
Nc1ccc2oc(-c3cc(Br)ccc3Cl)nc2c1	-28.1%	8.3%	14.3%	1.9%	2.5%	-0.1%	-11.1%	-7.3%
CCn1cc(C(=O)O)c(=O)c2cc(F)c(N3CCN(S(=O)(=O)c4ccc(Br)cc4)CC3)cc21	-11.2%	i	4.7%	-1.6%	0.9%	7.9%	87.6%	1.7%
CCC1CCC(C(=O)NC(C(=O)Nc2ccc3c(c2)OCCO3)C(C)C)CC1 (stereo not given)	3.6%	0.8%	.	-9.2%	?	11.4%	0.9%	-1.3%
COC(=O)c1cc(NS(=O)(=O)c2cccc(Cl)c2)ccc1N1CCOCC1	-12.9%	-4.5%	-11.7%	8.8%	3.4%	12.2%	-3.0%	1.7%
Cc1cc([N+](=O)[O-])nn1CCCC(=O)NCc1ccccc1	4.2%	-11.0%	-3.2%	-6.7%	6.4%	1.5%	2.0%	-1.1%
C=CCNC(=O)Nc1ccc(Br)cc1Cl	3.5%	i	5.6%	6.8%	4.4%	5.1%	5.5%	-1.9%
COC(=O)c1c(C)oc2ccc(N(C(=O)Oc3ccccc3)S(=O)(=O)c3ccc(C(C)(C)C)cc3)cc12	-3.9%	.	.	-3.0%	-13.2%	.	.	-8.2%
O=C(NC(n1ccc(=O)[nH]c1=O)C(Cl)(Cl)Cl)C12CC3CC(CC(C3)C1)C2 (stereo not given)	-12.6%	-1.7%	7.6%	6.0%	4.5%	2.5%	2.6%	-1.0%
Cc1nn(C(C)C(=O)NCc2cccc(F)c2)c(=O)c2c1sc1ccccc12 (stereo not given)	-7.7%	.	.	0.4%	2.4%	.	.	-3.4%
CC(C)C(=O)Nc1ccc([N+](=O)[O-])cc1Br	6.5%	-1.6%	9.8%	-3.4%	-2.8%	2.2%	7.2%	0.5%
CCOc1c(CNCCSc2nnnn2C)cccc1OC	-8.1%	.	.	1.2%	-12.1%	.	.	-12.7%
O=C(COC(=O)Cc1ccc(S(=O)(=O)N2CCCCC2)s1)Nc1ccc2c(c1)OCO2	?	-20.4%	-6.1%	-7.2%	6.1%	22.5%	-13.8%	-3.9%
Cc1ccc(CN2C(=O)c3ccccc3Sc3ccc(C(=O)OCc4ccco4)cc32)cc1	1.9%	.	.	-2.7%	1.2%	.	.	-3.2%
CCc1ccc2[nH]c(=O)c(CN(Cc3ccco3)C(=S)NCC3CCCO3)cc2c1 (stereo not given)	-7.9%	i	-0.1%	2.3%	11.1%	15.5%	-1.4%	-2.3%
CCc1ccc(CNCc2cccnc2)cc1	-0.9%	4.8%	-16.8%	-0.3%	-1.5%	-24.3%	3.0%	-3.1%
O=C1Nc2ncccc2OC1CCO (stereo not given)	-8.0%	i	.	0.9%	0.5%	-2.6%	-6.0%	0.2%
CCOc1ccccc1N(C(=O)Cn1nnnc1-c1ccc(C)o1)C(CC)C(=O)NC(C)(C)C (stereo not given)	-8.2%	i	-8.9%	-11.7%	10.6%	-15.4%	?	-0.6%
COc1cccc(C(=O)Nc2ccccc2SCc2cc(=O)c3cccc(C)c3[nH]2)c1	0.4%	.	.	-0.6%	0.1%	.	.	-2.6%
COc1ccc(N2CCN(C(=O)c3cnc(N4CCCC4)nc3C)CC2)cc1	-4.3%	.	.	3.3%	1.7%	.	.	-1.5%
CCOC(=O)c1cccc(NC(=O)Cn2ncc3c4ccccc4n(Cc4ccccc4)c3c2=O)c1	14.4%	.	.	-6.6%	?	.	.	-0.7%
CCOc1ccc(OCC)c(NS(=O)(=O)c2c(C(=O)N3CCCCCC3)c(C)n(C)c2C)c1	5.4%	.	.	1.4%	6.6%	.	.	-7.2%
Cc1c(C(=O)OCCOc2ccc(Br)cc2)sc(=S)n1C	-1.5%	i	11.9%	3.9%	?	6.1%	2.6%	-7.1%
CNC(=O)CSc1nnc(NC(=O)Nc2ccccc2)s1	-6.8%	.	.	3.1%	-3.7%	.	.	0.7%
CC(C)CCNC(=O)CN(C(=O)CCC(=O)Nc1ccccn1)c1ccc2c(c1)OCO2	-0.8%	-3.4%	6.3%	1.0%	-8.3%	15.7%	-0.2%	0.9%
COc1cc(/C=C/c2nc(C#N)c(NCCc3ccccc3)o2)cc(OC)c1OC	?	.	.	-0.8%	?	.	.	-4.4%
CC(C)CCNC(=O)c1onc(CSc2ccc(F)c(F)c2)c1C(=O)NCCC(C)C	-7.1%	?	.	-2.7%	-6.5%	2.4%	-4.5%	-0.8%
COc1ccc(-c2nc(-c3ccccc3)c(NC(C)(C)C)o2)cc1	-2.1%&0.1%	-10.0%&-5.8%	.	6.8%&0.6%	-5.0%&-3.5%	1.0%&-0.4%	3.6%&8.5%	-2.9%&-1.1%
NC(N)=NC1=NC(=O)/C(=C/c2ccccc2-n2cccn2)S1	-12.3%	10.3%	9.1%	-0.1%	-6.6%	3.7%	?	-11.3%
O=C(NCCN1CCOCC1)c1cn(-c2ccccc2)nc1-c1cccs1	-7.5%	i	.	-6.0%	-6.5%	-1.2%	-4.4%	0.6%
CN(C)CCOc1ccc2c(c1)Sc1ccccc1CC2=O	-5.1%	2.6%	-7.4%	-6.9%	-1.9%	1.8%	-5.2%	-7.1%
O=C(COc1cccc2c1CCN(Cc1ccc(Cl)cc1)C2=O)N1CCOCC1	10.4%	-0.6%	3.2%	-3.2%	-0.6%	6.7%	-0.2%	-0.2%
C=CCNC(=O)Nc1ccc(Cl)cn1	-12.2%	-7.6%	11.2%	-2.6%	-2.9%	2.1%	2.9%	-3.0%
Cc1ccc(NC(=O)Cn2nnc(C(=O)NCc3cccs3)c2N)cc1	-2.0%	i	-2.2%	2.3%	-1.7%	9.2%	-9.5%	1.8%
COc1cccc(NC(=O)OCCN2CCN(Cc3ccccc3)CCC2=O)c1	-12.6%[81.4 µM]	?	-2.1%	-5.6%&-1.8%	-1.3%[81.3 µM]	3.2%&16.8%	0.4%	?
O=C(Nc1ccn(Cc2ccccc2F)n1)c1ccc(COc2ccc(Br)cc2)cc1	5.9%	-0.7%	-5.9%	5.4%	5.5%	-7.6%	-5.4%	-3.0%
CCCCC(=O)NC1(C(F)(F)F)C(=O)Nc2c1c(=O)n(C)c(=O)n2C (stereo not given)	-11.0%	1.1%	.	12.4%	-1.8%	2.6%	3.0%	0.5%
O=C1c2nc3cc(-c4ccco4)[nH]n3c(=O)c2CN1C1CCCCC1	?	-2.3%	-1.8%	-0.4%	1.7%	0.5%	?	-4.6%
CC(C)OCCCNC(=S)NNC(=O)C(c1ccccc1)c1ccccc1	-8.1%	-6.5%	-2.2%	-3.5%	-0.6%	18.8%	29.1%	0.9%
O=C(O)CC/C(=N/NC(=O)CNC(=O)C(c1ccccc1)c1ccccc1)c1ccccc1	-2.0%	-4.3%	3.2%	-1.7%	-1.8%	-3.2%	87.9%[activator]	1.2%
COc1cccc2cc(C(C)N(CCCN3CCOCC3)C(=S)Nc3cccc(C)c3)oc12 (stereo not given)	-3.2%	i	-9.2%	-2.9%	-0.2%	-3.4%	4.1%	-0.7%
Clc1ccc(NC2(c3nnnn3C3CCCCC3)CCCCC2)cc1	-12.4%	-2.9%	1.3%	6.6%	-2.9%	.	-2.0%	-1.4%
CCCCOc1ccccc1C1C(C(N)=O)=C(C)Nc2nnnn21 (stereo not given)	9.3%	-1.8%	.	-17.0%	8.6%	-1.0%	0.0%	-1.1%
CCOc1cc(/C=C2/C(=O)ON=C2C)ccc1OCc1ccccc1F	?	5.2%	-5.0%	-17.5%	-5.8%	41.8%[activator]	?	-1.1%
O=C(CN1C(=O)COc2ccc(S(=O)(=O)NC3CCCC3)cc21)NCc1ccccc1Cl	8.6%	.	.	7.4%	-5.0%	.	.	5.6%
Fc1ccc(CSc2ncnc3c2oc2ccccc23)cc1	-5.2%	-5.4%	6.0%	0.0%	-5.0%	-1.7%	0.3%	-0.6%
Carrying on:
SMILES	Tau ThT inhib	RECQ1 helicase	L3MBTL1 block	TRb-SRC2 inh	Tau FP inhib	RGS12 GoLoco inh	KDM4E inh	TR SRC2 fluor cs
Cc1csc2nc(-c3cccc(NC(=O)c4ccccc4Cl)c3)cn12	-11.9%	.	.	2.1%	-4.4%	.	.	-1.7%
COc1ccc(C)cc1NC(=O)CCS(=O)(=O)c1cccc2nonc12	-14.3%	0.3%	.	-9.7%	-2.4%	4.2%	4.0%	-1.1%
Cc1cccc(NC(=O)c2ccc([N+](=O)[O-])o2)c1	-16.4%	-3.7%	.	-8.4%	13.9%	-5.6%	-22.6%	-1.5%
Cc1nnc2n(-c3ccccc3)c(=O)c3c4c(sc3n12)CCCC4	-6.3%	-12.8%	-0.1%	-1.2%	-9.0%	-3.1%	-8.9%	-0.4%
CCCCNC(=O)N(C)c1nncnc1C(=O)NC	0.2%	i	.	8.7%	6.9%	7.2%	3.9%	0.6%
O=C(NCCc1ccccc1)c1ccco1	-1.7%	i	?	-0.5%	3.0%	-2.1%	-9.0%	-0.7%

Source: PubChem BioAssay
